Source: PubChem (Sanford-Burnham Center for Chemical Genomics)
APJ antagonist: antagonists of human apelin receptor APJ, primary screen, CHO-K1 cells, beta-arrestin complementation, luminescence | P35414 | inhibition, % at 20 µM | 330,000 compounds, 0.32% hits | AID 2521, 2010;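 active = inhibition above about 40% at 20 µM, limit read from the data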;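 note: cells challenged with 10 nM apelin-13 agonist together with compound; plate controls were apelin-13 plus DMSO wells for no effect and DMSO wells lacking apelin-13 for full effect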
Target sequence (P35414 whole entry, looked up): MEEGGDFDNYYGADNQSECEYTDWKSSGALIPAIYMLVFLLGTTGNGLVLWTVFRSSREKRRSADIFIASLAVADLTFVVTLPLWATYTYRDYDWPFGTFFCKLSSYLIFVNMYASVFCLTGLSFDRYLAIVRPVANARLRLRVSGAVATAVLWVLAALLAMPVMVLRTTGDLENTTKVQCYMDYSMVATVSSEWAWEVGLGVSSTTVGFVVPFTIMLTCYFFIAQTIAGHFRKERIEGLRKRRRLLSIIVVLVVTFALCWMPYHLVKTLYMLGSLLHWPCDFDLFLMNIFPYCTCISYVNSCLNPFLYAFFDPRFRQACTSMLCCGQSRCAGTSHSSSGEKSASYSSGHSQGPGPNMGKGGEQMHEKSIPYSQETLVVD
697 NFkB inh: inhibitors of PMA/ionomycin-induced NF-kB reporter, 697 cells, primary screen, B-cell NF-kB inhibitor project, cell-based, luminescence, uHTS; inhibition, % at 4 µM; 697 B-cell NF-kB luciferase reporter, 16 h; 330,000 compounds, 0.33% hits; AID 435022, 2010; in the data active = inhibition above about 35%
Jurkat NFkB inh: inhibitors of induced NF-kB luciferase reporter, primary screen, TCR NF-kB activation inhibitor project, cell-based, luminescence, uHTS; Jurkat, PMA/ionomycin-induced NF-kB luciferase reporter; inhibition, % at 4 µM; 330,000 compounds, 0.53% hits; in the data active = inhibition above about 50%
UBC13 polyUb: UBC13 polyubiquitin chain formation inhibitors, primary screen, biochemical, TR-FRET, uHTS; Ubiquitin-conjugating enzyme E2 N (Homo sapiens), P61088; inhibition, % at 20 µM; 330,000 compounds, 0.47% hits; in the data active = inhibition above about 45%, passing the limit was not always enough
Target sequence (P61088 whole entry, looked up): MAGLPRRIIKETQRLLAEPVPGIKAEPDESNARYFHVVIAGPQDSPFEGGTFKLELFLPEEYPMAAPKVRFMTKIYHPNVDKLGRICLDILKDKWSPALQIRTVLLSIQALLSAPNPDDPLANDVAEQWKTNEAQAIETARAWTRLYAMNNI
EBI2 antag: EBI2 receptor antagonists, beta-arrestin recruitment, primary screen, cell-based, luminescence, 7a,25-OHC stimulation, uHTS | G-protein coupled receptor 183 (Homo sapiens), P32249 | 7a,25-OHC stimulated | inhibition, % at 5 µM | 360,000 compounds, 0.81% hits; in the data active = inhibition above about 38%;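 note: enzyme fragment complementation signal reports receptor beta-arrestin coupling in cells; 0% = agonist plus DMSO wells and 100% = wells without agonist; some results beyond the cut were filed as inactive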
CXCR6 inh: CXCR6 receptor inhibitors, primary screen, cell-based, beta-arrestin, luminescence, CHO-K1 PathHunter, 1536-well. C-X-C chemokine receptor type 6 (Homo sapiens), O00574. 360,000 compounds, 0.36% hits. inhibition, % at 20 µM. AID 602244, 2012; in the data active = inhibition above about 34%, passing the limit was not always enough;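 note: antagonist mode with CXCL16 agonist at 10 nM final; 0% = 10 nM CXCL16 with DMSO and 100% = unstimulated wells without agonist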
Target sequence (O00574 whole entry, looked up): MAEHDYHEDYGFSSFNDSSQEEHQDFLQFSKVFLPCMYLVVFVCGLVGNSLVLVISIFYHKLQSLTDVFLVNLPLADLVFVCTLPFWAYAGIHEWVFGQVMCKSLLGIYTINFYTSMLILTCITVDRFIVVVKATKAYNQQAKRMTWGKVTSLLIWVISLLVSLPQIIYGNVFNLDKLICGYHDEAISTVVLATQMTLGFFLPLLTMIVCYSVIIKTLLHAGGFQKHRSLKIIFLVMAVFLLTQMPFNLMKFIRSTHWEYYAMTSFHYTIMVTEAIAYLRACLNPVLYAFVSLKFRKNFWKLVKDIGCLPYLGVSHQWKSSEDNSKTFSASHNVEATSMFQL
CCR6 antagonist: CCR6 receptor antagonists, primary screen, cell-based, CHO-K1, luminescence, beta-arrestin, uHTS. C-C chemokine receptor type 6 (Homo sapiens), P51684. CHO-K1 CCR6 PathHunter beta-arrestin, CCL20-stimulated. inhibition, % at 20 µM. 340,000 compounds, 0.49% hits;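 active = compounds whose inhibition of the agonist-driven luminescence signal at 20 µM reaches about 50%, limit read from the data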;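 note: cells stimulated with CCL20 at 14 nM final; plate controls were DMSO with CCL20 for no effect and DMSO without agonist for full effect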
Gli-Sufu antag: Gli-Sufu pathway antagonists, primary screen, luciferase luminescence, Sufu-KO-LIGHT cells, uHTS. 340,000 compounds, 0.74% hits. inhibition, % at 5 µM. AID 588413, 2011. Sufu-KO-LIGHT fibroblasts, Gli luciferase reporter luminescence;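 active = inhibition above about 55%, limit read from the data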;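 note: 0% = DMSO-treated cells and 100% = wells with medium but no cells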
Numbers without * were called inactive; · = not tested or not shown; & = joins results of further samples.

SMILES	APJ antagonist	697 NFkB inh	Jurkat NFkB inh	UBC13 polyUb	EBI2 antag	CXCR6 inh	CCR6 antagonist	Gli-Sufu antag
CCn1c(P(C)(=O)O)nc2ccccc21	3.0	10.1	14.5	-0.1	-0.2	10.7	8.5	2.5
Cc1nc2ccccc2c(=O)n1-c1ccc(-c2ccccc2)cc1	-2.0	-3.4	-15.5	8.1	6.7	0.8	-3.1	2.1
CN(C)CC#CCC(O)(c1ccccc1)C1CCCC1 (configuration not stated)	4.8	-1.4	2.1	7.2	-11.2	-1.2	-15.0	18.0
N#Cc1ccccc1Cn1cc(C(=O)c2ccccc2F)c2ccccc21	7.8	-1.1	9.5	23.4	-4.8	2.0	29.7	9.3
CCCCCn1c(=O)c(C(=O)NCCc2ccccc2)c(O)c2ccccc21	-13.2	5.1	-1.8	2.9	16.1	0.5	16.0	-0.3
CCOC(=O)C1(CCOc2ccccc2)CCN(Cc2cccc(O)c2)CC1	12.4	-6.3	-1.8	7.4	10.8	2.4	8.2	22.6
Cn1c(O)c(C=NCCN2CCNCC2)c(=O)n(C)c1=O	6.9	18.5	-0.2	0.1	-25.1	-1.3	2.6	6.3
CCN1C(=O)CC(c2cccnc2)=Nc2ccccc21	4.0	-3.2	0.6	-4.5	-1.0	-0.2	-2.1	-8.3
Cn1c2ccccc2c2c(C(=O)N3CCC4(CC3)OCCO4)cn(C3CCCCC3)c(=O)c21	-4.6	21.3	-5.1	4.6	5.2	-1.2	-0.5	7.9
NS(=O)(=O)c1ccc(N2CCNCC2)cc1	6.4	9.8	-9.8	4.1	-2.0	-4.7	-3.9	-2.9
CCn1ccnc1CN1CCCC(C(=O)c2ccc(SC)cc2)C1 (configuration not stated)	5.5	-26.5	-7.0	-10.2	-13.7	3.3	14.2	14.9
COP(=O)(OC)C(Nc1ccccn1)c1ccccc1 (configuration not stated)	-1.1	8.8	-0.6	3.8	0.3	-1.9	-9.2	-6.6
Cc1csc(=N)n1Cc1ccccc1	-1.6	-21.1	-13.4	-11.7	-15.8	4.1	0.6	-0.2
COC(=O)C1=C(c2cc3ccccc3s2)C[C@@H]2CC[C@H]1N2C(=O)NCCNC(C)=O	26.4	9.6	3.2	0.2	-6.8	1.5	6.8	-1.8
C[N+]1(C)C2CCC1CC(OC(=O)c1ccccc1)C2 (configuration not stated)	-9.1	13.6	7.3	-2.7	-3.8	-5.6	9.5	12.4
CC(C)N1CCC2(CC1)NC(CO)(CO)CO2	-7.1	12.2	5.2	1.5	-3.2	-7.5	0.1	3.2
C=CCNC(=O)c1c(N)n(Cc2ccco2)c2nc3ccccc3nc12	11.0	6.5	13.4	-17.4	18.7	11.0	15.5	13.4
Cc1cnc[nH]1	5.3	21.7	-5.7	4.4	2.4	-1.2	6.7	-2.3
CC(=NCCCn1ccnc1)c1c(O)n(C)c(=O)n(C)c1=O	-3.1	20.3	-0.1	11.0	-1.4	2.4	-15.3	3.0
C=C(c1ccccc1)P(=O)(O)O	-2.5	-8.3	-26.5	-10.1	-16.5	3.9	-7.2	-1.3
O=c1c2ccccc2nc(CNCc2ccco2)n1-c1ccc(F)cc1	-5.7	-24.3	-11.8	-8.0	2.5	-5.8	14.8	6.1
CN(C(=O)Oc1ccc(C(C)(C)C)cc1)c1ccccc1	4.6	-15.0	-13.9	-3.7	16.1	-4.4	13.9	-36.3
N#CC(C#N)=Cc1ccc(-c2ccccc2F)o1	·	·	·	·	-9.9	1.7	9.1	0.2
Cc1nn(-c2ccccc2)c(Cl)c1C1C(C#N)=C(N)Oc2c1c(=O)oc1ccccc21 (configuration not stated)	18.3	-11.9	-12.3	-11.9	-3.0	3.7	-10.0	5.2
O=C(CNC(=O)c1ccc(Cl)cc1)Nc1ccc(Br)cc1C(=O)c1ccccc1	5.4	3.3	7.7	-4.2	6.4	2.8	17.6	-1.6

A draw from above in order of SMILES length, descending.
SMILES	APJ antagonist	697 NFkB inh	Jurkat NFkB inh	UBC13 polyUb	EBI2 antag	CXCR6 inh	CCR6 antagonist	Gli-Sufu antag
CCCCCn1c(=O)c(C(=O)NCCc2ccccc2)c(O)c2ccccc21	-13.2	5.1	-1.8	2.9	16.1	0.5	16.0	-0.3
CN(C)CC#CCC(O)(c1ccccc1)C1CCCC1 (configuration not stated)	4.8	-1.4	2.1	7.2	-11.2	-1.2	-15.0	18.0
C=C(c1ccccc1)P(=O)(O)O	-2.5	-8.3	-26.5	-10.1	-16.5	3.9	-7.2	-1.3
Cc1cnc[nH]1	5.3	21.7	-5.7	4.4	2.4	-1.2	6.7	-2.3

New compounds follow.
SMILES	APJ antagonist	697 NFkB inh	Jurkat NFkB inh	UBC13 polyUb	EBI2 antag	CXCR6 inh	CCR6 antagonist	Gli-Sufu antag
O=C1CC=C2C3CC4N(CCC45c4cc(O)c(O)cc4N1C25)CC3=CCBr (configuration not stated)	·	·	·	·	4.3	-0.1	0.8	13.1
Cc1cccc(N2CCN(CCc3ccccc3)CC2)c1C	2.7	15.4	-4.6	-4.7	-4.2	0.1	4.8	-6.5
CN1CCC(N(C)c2nc(-c3ccccc3)nc3ccccc23)CC1	13.4	8.6	-25.4	-0.4	-2.0	-0.6	-8.8	6.9
O=C(N/N=C\C1C(=O)NC(=S)N(c2ccccc2)C1=O)c1ccc(O)cc1 (configuration not stated)	-8.7	2.7	7.6	40.3	-9.6	4.5	61.9*	-12.2
O=C(NC(=C(Cl)Cl)P(=O)(c1ccccc1)c1ccccc1)c1ccccc1	2.4	13.8	0.1	-1.3	-13.1	-0.4	5.5	2.1
NP(=O)(OCC(F)(F)F)Oc1ccccc1 (configuration not stated)	-12.2	-12.9	-12.6	-4.6	-7.4	-7.9	1.4	-3.3
COc1cc(C2SCC(=O)Nc3c2c(C)nn3-c2ccccc2)cc(OC)c1OC (configuration not stated)	-16.2	7.4	3.4	-0.5	-5.2	-3.6	3.6	2.9
O=C1NC(=O)C(Cc2ccccc2)C(=O)N1	·	·	·	·	-3.6	-7.4	2.3	-14.0
CCOC(=O)c1c(/N=C/C2C(=O)NC(=S)NC2=O)sc2c1CCC2	·	·	·	·	-8.4	4.5	18.8	7.0
Cc1ccc(NC(=O)N2CC2)cc1NC(=O)N1CC1	·	·	·	·	-11.9	-3.0	-3.1	7.5
CN1C(=O)C(=Cc2cccnc2)C(=O)N(C)C1=O	1.9	3.9	-3.8	16.9	-1.7	0.4	0.5	3.8
C=CCn1c(O)c(/C=C2\C=Nc3ccccc32)c(=O)[nH]c1=O	-11.0	-0.9	2.6	-24.2	-10.8	4.2	0.6	5.1
COc1ccc(CN2CCNCC2)c(OC)c1OC	-1.7&11.7	18.2&26.2	-2.8&9.5	3.7&-0.4	0.5&-1.5	-0.7&2.3	-0.6&-7.2	-6.0&31.5
CC1CC=CCC12C(=O)NC(=S)NC2=O (configuration not stated)	·	·	·	·	-2.3	-7.2	-1.5	-22.3
COc1ccc(-n2c(O)c(/C(C)=N/Nc3ccccc3)c(=O)[nH]c2=O)cc1	-2.5	15.6	2.1	-5.6	-10.1	-3.8	-7.9	0.9
NS(=O)(=O)c1ccc(-c2ccc(C=C3C(=O)NC(=S)NC3=O)o2)cc1	13.7	2.6	18.9	-74.6	·	·	·	·
CCN1CCN(S(=O)(=O)c2ccc(Cl)nc2)CC1	17.5	30.2	9.7	2.8	0.2	-12.2	-13.0	0.5
O=C(CCn1c(=O)oc2ccccc21)N1CCC2(CC1)OCCO2	-5.7	-3.8	-16.8	7.5	-3.7	-3.7	4.7	-5.8
O=C(C(=O)N1CCOCC1)c1cn(Cc2ccc(F)cc2)c2ccccc12	6.9	-22.6	3.9	45.1*	-3.6	1.9	2.5	5.4
O=S(=O)(c1ccc(Cl)cc1Cl)N1CCCC1c1cccnc1 (configuration not stated)	1.8	21.6	-1.0	8.1	-1.0	-1.9	1.7	2.2
O=C(CCN1CC1)OCCOC(=O)CCN1CC1	·	·	·	·	-6.7	7.0	3.8	3.8
Cc1ccccc1CN1CCN(C(=O)Cc2ccccc2)CC1	4.3	11.1	8.5	-0.4	5.7	4.5	13.2	4.6
CCOC(=O)c1c(/N=C/C2C(=O)NC(=S)NC2=O)sc(C)c1C	4.5	21.9	1.7	-28.8	·	·	·	·
COc1cccc(N2C(=O)NC(=O)/C(=C/c3ccc4c(c3)Cc3ccccc3-4)C2=O)c1	-22.9	9.2	-21.3	-21.2	-6.6	-10.8	-2.5	-0.9
c1ccc(C(c2ccccc2)c2cccnc2)cc1	·	·	·	·	5.9	2.2	15.8	7.1
SMILES	APJ antagonist	697 NFkB inh	Jurkat NFkB inh	UBC13 polyUb	EBI2 antag	CXCR6 inh	CCR6 antagonist	Gli-Sufu antag
CCOC(=O)c1c(C)n(COCCO)c2ccc(O)cc12	8.7	-4.2	-3.7	22.6	-4.5	-4.9	7.3	-8.0
CC(=O)c1cc(C#N)c(N2CCN(C)CC2)nc1C	-0.3	-0.2	12.9	5.7	5.2	-1.2	-2.3	3.0
CCN1C(=O)NC(=O)C2(CCCC2)C1=O	·	·	·	·	-3.5	-4.1	5.5	-8.4
Oc1ccc(Cl)cc1CN1CCN(Cc2ccccc2)CC1	4.0	0.9	10.1	1.9	2.2	-2.1	9.8	-2.1
C[C@]12CC[C@H](O)CC1=CCC1C2CC[C@@]2(C)C1C[C@@H](O)[C@@H]2O (some centres not stated)	7.6	5.7	-0.2	-2.9	-2.8	-3.4	-3.1	1.7
O=C(CN1CCCCC1)c1ccc2c(c1)OCO2	18.2	17.7	-7.3	1.1	-0.4	3.6	10.5	1.2
CCOc1ccc(CN2CCN(C(=O)Cc3ccccc3)CC2)cc1	10.7	-3.1	12.9	-6.5	1.3	1.3	-6.0	1.9
CC(C)(C)c1ccc(OC(=O)N2CCCCC2)cc1	-1.2	-112.9	-82.7	-0.2	-6.6	2.3	9.6	-64.2
CC(=O)CCC(C)=O	-6.7	16.2	-1.0	1.4	-10.8	2.2	-1.3	-21.2
CN1C(=O)NC(=O)/C(=C/c2ccc([N+](=O)[O-])s2)C1=O	7.5	11.8	12.9	-29.0	-4.6	6.0	22.4	8.9
Cc1cc(OCC(=O)OC(C)C)c2c3c(c(=O)oc2c1)CCCC3	13.9	9.5	7.1	18.0	1.8	5.6	12.3	2.0
O=C1C(=O)c2cccc3cccc1c23	62.6*	20.4	4.4	-5.7	56.5*	43.7*	67.2*	6.8
CCC(C)(C)n1nnnc1C(c1cccs1)N1CC=C(c2ccc(F)cc2)CC1 (configuration not stated)	-35.6	-8.4	-9.3	7.0	14.8	7.1	19.2	5.6
C=CCn1c(O)c(C(CC)=NCCCO)c(=O)[nH]c1=O	-17.6	14.7	-32.2	4.0	0.8	-3.2	-9.9	-5.5
CN(C)CC(C(=O)Cc1ccccc1)c1ccccc1 (configuration not stated)	·	·	·	·	-26.1	-5.6	-21.0	7.1
CCn1ccnc1CN1CCCC(C(=O)c2cccc(C(F)(F)F)c2)C1 (configuration not stated)	-2.2	-17.2	11.1	7.7	-6.2	-5.0	8.3	23.1
CCCCn1c(=O)c(C(=O)Nc2ccccc2Cl)c(O)c2ccccc21	0.7	-25.4	16.1	4.3	-3.8	0.2	-1.0	-13.3
COC(=O)C1=C(c2ccc(OC(F)(F)F)cc2)C[C@@H]2CC[C@H]1N2C(=O)NC1CC1	-6.6	7.8	8.3	-11.6	0.3	-1.4	4.0	7.5
Cc1ccc2[nH]c(C)c(CCNCc3cccnc3)c2c1	13.2	-6.0	-1.8	-8.1	-7.9	-2.9	16.5	11.2
NCCCCCC(=O)OC1N=C(c2ccccc2Cl)c2cc(Br)ccc2NC1=O (configuration not stated)	3.4	-15.5	-9.1	22.4	-12.2	6.1	9.5	-11.6

These rows are one share of the data; count on the stated rates, not on these rows.
